HEK293 NFkB inh = inhibitors of PMA/ionomycin-induced NF-kB reporter, primary screen, antigen receptor NF-kB inhibitor project, cell-based, HEK-293 luciferase reporter, luminescence; HEK-293 NF-kB luciferase reporter; 62,000 compounds, 0.21% hits; inhibition, % at 3 µM;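 active = inhibition above the mean of all tested compounds plus 3 SD, cut at about 40% in these data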;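 also: 0% = stimulated DMSO wells and 100% = 10 µM reference inhibitor 5653914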
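Reagent: PMA plus ionomycin mix as NF-kB-activating stimulus. Assay system: NF-kB luciferase reporter HEK-293 cells. Technique: luminescence from luciferase substrate reagent. Incubation: 1 h compound pre-incubation, 16 h PMA/ionomycin at 37 °C. Benchmarks: DMSO only as uninhibited control, 10 µM reference inhibitor as full inhibition. Repeats: tested once.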
5HT1a antag = human 5-HT1a receptor antagonists, primary screen, cell-based, CHO, Ga15 NFAT-bla reporter; 5-hydroxytryptamine receptor 1A (Homo sapiens), P08908; CHO 5-HT1a Ga15 NFAT-bla reporter, antagonist mode; inhibition, % at 10 µM; 62,000 compounds, 0.68% hits; AID 612, 2007;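 active = inhibition above the mean of all tested compounds plus 3 SD, cut at about 43% in these data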;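 also: receptor stimulated by 5-CT agonist at 100 nM near EC80; beta-lactamase reporter measured by ratiometric fluorescence of a cleavable substrate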
Target sequence (P08908 whole entry, looked up): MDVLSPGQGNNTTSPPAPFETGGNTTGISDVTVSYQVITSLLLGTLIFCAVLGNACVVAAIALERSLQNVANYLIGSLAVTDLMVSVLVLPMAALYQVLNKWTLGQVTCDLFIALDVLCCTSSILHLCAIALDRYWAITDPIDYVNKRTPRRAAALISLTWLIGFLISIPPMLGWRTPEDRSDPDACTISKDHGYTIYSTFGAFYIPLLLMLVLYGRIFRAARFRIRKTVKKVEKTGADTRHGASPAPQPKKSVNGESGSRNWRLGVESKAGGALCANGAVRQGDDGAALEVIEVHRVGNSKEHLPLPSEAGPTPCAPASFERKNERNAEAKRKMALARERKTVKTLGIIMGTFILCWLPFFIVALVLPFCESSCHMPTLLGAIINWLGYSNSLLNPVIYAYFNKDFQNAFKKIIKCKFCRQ
S1P1 ag-PAM = S1P1 agonists and agonism potentiators, primary screen, cell-based, primary and confirmation screens, CRE-bla reporter | Sphingosine 1-phosphate receptor 1 (Homo sapiens), P21453 | S1P1 CRE-bla cells, forskolin, beta-lactamase FRET, potentiator mode; S1P1 agonist co-added at EC20, 2 nM; 100% = saturating reference agonist, 0% = basal | activation, % at 9.5 µM | 56,000 compounds, 0.57% hits | AID 449, 2006;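 active = activation above a cutoff set at the mean activation of all tested compounds plus 3 SD, cut at about 54% in these data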;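 also: forskolin at 4 µM as EC80 and the EC20 agonist is SEW2871; 100% = SEW2871 at its EC100 plus forskolin at EC80; some compounds past the cut are filed as inactive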
D1 mod = D1 CRE-luciferase signal change, two-sided – cell-based, HEK293 D1, dopamine EC30, D1 allosteric modulator project, primary screen | D(1A) dopamine receptor (Homo sapiens), P21728 | dopamine EC30 potentiation; actives deviate in either direction | B-score at 10 µM | 58,000 compounds, 5.9% hits | AID 641, 2007;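 active = luminescence count or its row- and column-corrected plate score outside the 99.7% band of the plate's sample wells, on either side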
Target sequence (P21728 whole entry, looked up): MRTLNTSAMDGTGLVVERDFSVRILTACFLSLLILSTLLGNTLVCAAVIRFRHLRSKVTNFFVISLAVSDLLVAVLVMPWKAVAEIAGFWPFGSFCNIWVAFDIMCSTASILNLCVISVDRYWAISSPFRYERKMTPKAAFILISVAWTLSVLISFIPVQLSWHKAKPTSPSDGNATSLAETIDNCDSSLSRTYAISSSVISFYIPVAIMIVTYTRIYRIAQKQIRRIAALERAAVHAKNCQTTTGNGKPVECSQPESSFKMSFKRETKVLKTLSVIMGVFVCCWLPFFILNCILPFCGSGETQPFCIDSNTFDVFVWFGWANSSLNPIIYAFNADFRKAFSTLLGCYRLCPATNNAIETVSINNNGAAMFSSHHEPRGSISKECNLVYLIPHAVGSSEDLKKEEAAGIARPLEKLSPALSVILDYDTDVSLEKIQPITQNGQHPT
Jurkat tox 60K = cytotoxicity toward Jurkat T cells, primary screen, cytotoxicity control, cell-based, Jurkat E6.1, 60K MLSMR library | Jurkat E6.1 viability, ATP luminescence, 48 h | 56,000 compounds, 1.2% hits | inhibition, % at 4 µM;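 active = inhibition above the mean inhibition of all tested compounds plus 3 SD, cut at about 28% in these data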
5HT1E antag = 5-HT1E receptor antagonists, primary screen, cell-based, HTS. 5-hydroxytryptamine receptor 1E (Homo sapiens), P28566. CHO 5-HT1E Ga15 NFAT-bla reporter, FRET, antagonist. inhibition, % at 6 µM. 65,000 compounds, 0.99% hits. AID 571, 2007;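 active = inhibition above a set limit, the mean inhibition across every tested compound plus 3 SD, cut at about 29% in these data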;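 also: signal is the 460 over 535 nm emission ratio of beta-lactamase substrate; 0% = agonist plus DMSO wells and 100% = wells without agonist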
S1P3 agonist = human S1P3 receptor agonists, primary screen, cell-based, primary and confirmation, NFAT-BLA reporter; Sphingosine 1-phosphate receptor 3 (Homo sapiens), Q99500; S1P3 NFAT-BLA reporter cells, agonism, FRET ratio; relative to 1 µM S1P, basal subtracted; activation, % at 4.5 µM; 60,000 compounds, 0.1% hits;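 active = activation above the screen-wide mean plus 3 SD, cut at about 4.5% in these data, passing the limit was not always enough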; also: some compounds called inactive have numbers as strong as hits
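material = human S1P3 NFAT-BLA reporter CHO cells | schedule = 4 h compound at 37 °C, 2 h substrate at RT | measured by = fluorescent BLA substrate, ex 405 nm, em 460/535 nm ratio | controls = 1 µM S1P reference | replication = primary once, confirmation triplicate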
5HT1a ag = human 5-HT1a receptor agonists, primary screen, cell-based, CHO, Ga15 NFAT-bla reporter; 5-hydroxytryptamine receptor 1A (Homo sapiens), P08908; CHO 5-HT1a Ga15 NFAT-bla reporter, FRET ratio; 0% basal, 100% maximal reference agonist; activation, % at 10 µM; 65,000 compounds, 0.56% hits; AID 567, 2006;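 active = activation above the screen-wide mean activation plus 3 SD, cut at about 19% in these data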;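 also: 0% = DMSO wells and 100% = 5-CT at EC100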
HTR1E agonist = 5-HT1E receptor agonists, primary screen, cell-based, HTS; 5-hydroxytryptamine receptor 1E (Homo sapiens), P28566; CHO 5-HT1E Ga15 NFAT-bla reporter, FRET; 0% DMSO wells, 100% control agonist wells; activation, % at 6 µM; 65,000 compounds, 0.69% hits; AID 574, 2007;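 active = activation above a set limit, the screen-wide mean activation plus 3 SD, cut at about 8.5% in these data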;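 also: 100% = positive control agonist at 1 µM giving full maximal response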
An asterisk follows results filed as active; · = no result given.

SMILES	HEK293 NFkB inh	5HT1a antag	S1P1 ag-PAM	D1 mod	Jurkat tox 60K	5HT1E antag	S1P3 agonist	5HT1a ag	HTR1E agonist
Cc1cc(-n2c(C)cc(C(=O)COC(=O)CN=C3NS(=O)(=O)c4ccccc43)c2C)no1	8	-13	·	·	·	-7	·	-1.5	-0.3
CCOc1cccc(C(=O)Nc2cc(-c3nn4c(C)nnc4s3)ccc2C)c1	-2	4	-14	-0.5	-2	-2	-1.8	-3.6	1.1
CC(=O)c1cccc(NC(=O)NC2CCCCC2)c1	4	13	-7	-0.1	-2	11	-1.8	-6.1	-1.0
Cc1ccc2c(c1)N(CCCC(=O)NCc1ccc3c(c1)OCO3)C(=O)CO2	2	-4	19	0.025	-9	7	-0.4	-0.1	-0.7
CC(=O)Nc1cccc(NC(=O)CSc2nn3c(=O)c(C)nnc3s2)c1	8	-10	-16	-0.41	-3	7	-0.2	-1.5	-0.2
CCOC(=O)c1ccc2c(c1)nc(SC/C(O)=C(\C#N)c1nc3ccccc3[nH]1)n2CC	3	6	·	·	·	-13	·	-2.1	1.2
Cc1ccc(NC(=O)c2cccs2)cc1NC(=O)c1ccco1	-4	1	-20	1.2	-9	-11	0.2	0.2	-0.7
CCCCN(CC)CCCNC(=O)c1cc2c(=O)n(C)c3ccccc3c2n1C	11	-3	-43	0.23	-7	-2	-0.3	-1.9	17*
COc1ccccc1OCC(=O)Nc1cccc(-c2nc3ccccc3o2)c1	7	-6	2	0.25	-4	-8	0.1	-1.2	0.4
COC(=O)C1CCN(c2cc(=O)n(Cc3ccc(F)cc3)c(=O)[nH]2)CC1	8	-1	1	-0.078	4	-2	-1.3	-2.1	-0.7
COc1ccc(OC)c(NC(=O)C2CC(=O)N(c3ccccc3)C2)c1 (stereo not drawn)	7	-2	·	·	2	6	-0.9	0.1	0.6
CC(C)(C)OC(=O)N1CCC(c2c(C(=O)O)cnn2-c2ccccc2)CC1	7	-2	-7	-1.6	15	7	-1.6	-2.7	-0.6
CCCCn1nnc(NC(=O)c2sc3cc(Cl)ccc3c2Cl)n1	18	11	18	0.27	7	-2	-1.5	-0.9	-0.8
COc1ccc(-c2nnc(SCC(=O)c3cccs3)o2)cc1	-6	14	·	-0.18	·	-7	·	-0.2	0.6
Cc1onc(-c2ccccc2)c1C(=O)Nc1cc(C(F)(F)F)ccc1N1CCOCC1	12	26	6	1.8	87*	41*	-1.1	-4.1	-0.1
O=C(NCCN1CCOCC1)c1cc2sccc2n1Cc1ccc(Cl)cc1	12	8	12	·	-1	8	-1.1	1.3	0.4
Cc1cccc2cc(CN(Cc3ccco3)C(=O)NC3CCCCC3)c(=O)[nH]c12	29	13	-17	0.66	0	-1	-0.5	1.8	1.6
CCOc1ccc(N(CC(=O)NC2CCCC2)C(=O)CCC(=O)Nc2ccccn2)cc1	16	-11	1	-0.042	0	-8	-0.5	-1.6	-0.5
Cc1ccccc1-n1c(C)nnc1SCC(=O)N1CC(=O)Nc2ccccc21	3	5	0	·	-4	-3	0.2	0.3	1.4
Cc1c(Cl)cccc1N1C(=O)CC(N(O)c2ccccc2)C1=O (stereo not drawn)	8	-2	3	-0.15	-4	4	-0.6	-1.8	-0.2
O=c1cc(-c2ccccc2)nc2nc(SCc3ccccc3)[nH]n12	2	8	12	·	-3	1	-0.2	-1.5	-1.4
Cc1cc(N2CCCCC2)n2ncc(-c3ccccc3)c2n1	-37	-10	2	-3.1	1	-5	0.2	1.8	0.0
CCOc1ccc(NC(=O)CCS(=O)(=O)c2cccc3nsnc23)cc1	13	-11	·	-0.053	·	5	·	-1.3	-0.2
CCn1ccc(C(=O)Nc2ccc(Cl)cn2)n1	-15	-5	-4	-0.041	-20	7	-0.6	-1.4	0.0
Cc1ccc2c(c1)-c1ccccc1S(=O)(=O)N2	19	10	-8	-0.49	-4	-1	-0.1	-1.9	-0.3
Cc1cc(CCN2CCC(=O)NC2=O)ccc1OC(C)C	3	8	-1	-0.12	4	-4	-1.1	1.2	0.3
C=CCN1C(=Nc2ccccc2)SC/C1=C\C(=O)OC	2	-10	·	0.14	·	3	·	0.8	-0.2
COc1ccc(OC)c(-n2c(SCC(=O)N3CCc4ccccc43)nc3c(c2=O)SCC3)c1	2	17	-18	0.13	3	-2	0.5	0.2	0.7
O=C(Cn1nc(Cc2cccnc2)c2ccccc2c1=O)N1CCN(C(=O)c2ccco2)CC1	14	-6	-22	-0.26	0	2	-0.9	-5.7	0.2
CCCCCn1c(CNC(=O)c2cccs2)nc2ccccc21	10	25	·	·	·	14	·	-1.0	0.6
CCOC(=O)N1CCN(c2ncnc3c2cnn3-c2ccc(Cl)cc2)CC1	8	-17	-29	-0.4	-1	-7	-0.3	0.2	0.2
COc1ccc(OCC(=O)Nc2ccc3c(c2)nc2n3CCSC2)cc1	17	-22	14	0.72	0	-6	-0.2	-1.4	-0.1
O=C(NCCc1ccccn1)c1ccc(S(=O)(=O)N2CCCCCC2)cc1	16	5	14	-0.067	5	4	-0.4	0.6	0.1
Clc1cc(Br)ccc1OCCn1ccnc1	10	-6	·	-0.33	1	0	-0.9	-0.2	-0.1
CS(=O)(=O)N(CC(O)Cn1c2ccccc2c2ccccc21)c1ccccc1 (stereo not drawn)	20	29	17	-0.79	-2	-4	-0.8	1.2	0.3
CN1CCN(C(=O)c2ccc3c(=O)n(Cc4ccc(Cl)cc4)c(=S)[nH]c3c2)CC1	11	-7	·	-0.46	·	-7	·	1.6	1.6
CC1C/C=C/C=C/C=C/C=C/C(O[C@@H]2O[C@H](C)[C@@H](O)[C@H](N)[C@@H]2O)CC2OC(O)(CC(O)CC3OC3/C=C/C(=O)O1)CC(O)C2C(=O)O (stereo partly drawn)	·	·	-8	0.97	·	-9	-1.8	-0.1	-0.1
COc1ccc(N2CCN(C(=O)CSc3nc4cc(OC)c(OC)cc4cc3C#N)CC2)cc1	-8	-20	-5	2.1	1	7	-0.1	-2.5	0.3
Cc1ccc(NC(=O)CSc2nnc(-c3cnccn3)n2Cc2ccco2)cc1	2	-5	0	2.3	-1	-3	-0.1	-2.6	2.3
CCCCC(c1nnnn1CCOC)N1CCN(c2cccc(OC)c2)CC1 (stereo not drawn)	20	20	-1	-0.081	0	-3	-0.4	-0.1	-0.2
CCn1c(COc2ccccc2C)nnc1SCC(=O)N1CCC(C)CC1	10	-4	-19	0.15	8	-2	-0.8	-2.4	0.3
N#Cc1c(-c2ccco2)cc(C2CC2)nc1N	·	·	-51	·	·	24	-3.0	3.6	-0.9
COc1ccc(OC)c(NC(=O)C2C3CC4OC(=O)C2C4C3)c1 (stereo not drawn)	1	-5	27	-0.7	-2	0	-1.5	-1.0	0.4
CN(C)C(=O)CN(C)S(=O)(=O)c1ccc(Cl)cc1	-8	-9	·	·	-4	-11	-0.4	-1.1	0.3
CCCN(CCC)CCNC(=O)c1cc2c(C)nc3ccccc3c2o1	7	17	-9	-2.7	4	-1	-1.3	-0.5	-0.4
Cc1nc(Nc2ccc3c(c2)OCCO3)c2oc3ccccc3c2n1	6	12	·	·	·	25	·	0.3	-2.5
c1ccc(-n2c(SCc3ccncc3)nnc2-c2ccco2)cc1	5	2	5	10*	-4	12	0.0	-0.6	-0.4
COc1ccc2cc(C3(C)NC(=O)N(CC(=O)NCc4ccco4)C3=O)ccc2c1 (stereo not drawn)	7	18	6	-0.25	3	-3	0.1	-1.7	0.7
COC(=O)c1cc2c(=O)n3ccccc3nc2n(C)c1=N	24	-44	-64	1.3	5	1	3.2	9.8	2.1
COC(=O)c1ccc(-n2c(C)cc(/C=N/n3cnnc3)c2C)cc1	19	2	18	0.8	-11	2	-2.0	-1.9	19*
Cn1c(/N=C/c2c(O)ccc3ccccc23)nc2ccccc21	19	22	-20	1.1	-7	-17	0.9	-2.9	-0.1
CSc1ccc(Cn2nnc(C(=O)NCc3ccccc3)c2N)cc1	3	17	0	0.14	8	-1	-1.1	-0.8	1.1
Cc1cc(NC(=O)C2CCCN(S(=O)(=O)c3c(C)noc3C)C2)n[nH]1 (stereo not drawn)	16	-4	3	0.51	-2	6	-0.2	-3.6	-0.5
O=C(Nn1cnnc1)c1cc2c(s1)CCCC2	3	-5	-25	-0.005	-5	-5	-0.2	-2.2	-0.4
O=S(=O)(c1ccc(OCC(O)CN2CCN(c3ccc(F)cc3)CC2)cc1)N1CCOCC1 (stereo not drawn)	22	6	-21	-0.35	16	-2	-0.9	0.0	-0.3
CN(CC(=O)Nc1ccccc1Cl)C(=O)COC(=O)CNC(=O)c1ccc(Br)o1	9	-16	3	0.07	8	13	0.1	0.2	-0.5
Cc1cc(C)c(N2CCN(S(=O)(=O)N3CCCCCC3)CC2)c(C)c1	18	11	23	0.26	9	11	-0.6	-1.0	0.3
CCC(C)(C)NC(=O)CN(C(=O)CCC(=O)Nc1cc(C)ccn1)c1ccc2c(c1)OCO2	12	-2	13	0.39	0	-4	-1.1	-2.2	-0.4
COc1ccc(N2CCN(c3cc(C)c4ccc(O)cc4n3)CC2)cc1	28	-3	-8	0.27	15	2	-1.6	-0.6	-0.9
COc1ccc(OC)c(NC(=O)CC(NCCC2=CCCCC2)C(=O)O)c1 (stereo not drawn)	12	-8	-23	0.89	-8	0	-0.2	-0.8	-0.6
CCOC(=O)N1CCN(C(=O)C2COc3ccccc3O2)CC1 (stereo not drawn)	12	-2	·	·	·	-2	·	-0.6	2.9
O=c1c2ccccc2nc(-c2cccc(Cl)c2)n1O	0	-2	-23	0.37	14	-6	-0.7	-2.3	8.5

Rows were taken by chance; any-hit rate near 8.3%.
